ATXN viability: reduces viability in counter-screen for ATXN expression inhibitors; S2 cells (HEK-293 line with an ATXN2-luciferase reporter) viability, CellTiter-Fluor protease fluorescence, 24 h; Potency, µM (series often up to 56.7 µM), usual class: cytotoxic; 400,000 compounds, 0.49% hits; AID 651635; note: potency is the fitted concentration of half-maximal effect; nearly all actives have a fitted effect of over 40% in size
EPAC2 agonist: agonists of human EPAC2 (RAPGEF4); Q8WZA2; EPAC2 activation, biochemical qHTS; response scale: 100% = 6.5 mM cAMP response; Potency, µM (doses to about 154 µM), for inactives: at the top dose activation, hits mostly activators; 360,000 compounds, 0.079% hits; note: potency is the fitted concentration of half-maximal effect; nearly all actives have a fitted effect of over 50% in size
Target sequence (Q8WZA2 whole entry, looked up): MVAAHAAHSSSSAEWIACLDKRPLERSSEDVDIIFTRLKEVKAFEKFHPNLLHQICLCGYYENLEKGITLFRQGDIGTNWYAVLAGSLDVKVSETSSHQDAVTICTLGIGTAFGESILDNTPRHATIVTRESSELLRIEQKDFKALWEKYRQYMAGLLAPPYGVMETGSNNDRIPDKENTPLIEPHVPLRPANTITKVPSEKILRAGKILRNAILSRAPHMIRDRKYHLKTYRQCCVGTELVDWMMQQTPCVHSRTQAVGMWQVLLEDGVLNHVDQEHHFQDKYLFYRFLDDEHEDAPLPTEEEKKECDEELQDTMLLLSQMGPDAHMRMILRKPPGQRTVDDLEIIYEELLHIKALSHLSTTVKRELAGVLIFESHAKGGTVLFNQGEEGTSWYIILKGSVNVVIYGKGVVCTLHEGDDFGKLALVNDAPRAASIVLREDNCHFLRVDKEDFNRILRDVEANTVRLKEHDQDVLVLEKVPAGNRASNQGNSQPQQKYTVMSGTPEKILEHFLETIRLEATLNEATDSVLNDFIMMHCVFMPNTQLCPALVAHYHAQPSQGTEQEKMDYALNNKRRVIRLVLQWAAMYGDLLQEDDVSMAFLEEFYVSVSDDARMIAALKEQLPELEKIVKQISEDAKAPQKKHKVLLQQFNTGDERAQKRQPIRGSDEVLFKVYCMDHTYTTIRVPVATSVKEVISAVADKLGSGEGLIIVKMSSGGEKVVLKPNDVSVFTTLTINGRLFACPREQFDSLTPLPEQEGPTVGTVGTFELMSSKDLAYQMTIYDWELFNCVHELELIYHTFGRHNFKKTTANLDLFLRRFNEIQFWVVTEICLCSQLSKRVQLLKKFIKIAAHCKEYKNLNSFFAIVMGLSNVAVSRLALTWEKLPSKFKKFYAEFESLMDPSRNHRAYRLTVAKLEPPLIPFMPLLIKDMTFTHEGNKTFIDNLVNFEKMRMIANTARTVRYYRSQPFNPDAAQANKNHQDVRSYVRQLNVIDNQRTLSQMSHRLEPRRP
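Setup: EPAC2 100 nM, labeled Rap1B complex 250 nM, free GDP 50 uM. Compound titrations pinned in, brief spin, 5 min room temperature incubation. Kinetic fluorescence read over 30 min, normalized to 6.5 mM cAMP.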
ATXN2 expr inh: reduces ATXN2 reporter expression in HEK-293 cells | HEK-293 ATXN2-luciferase reporter, luminescence, 24 h | Potency, µM (titrated, usually from 57 µM), without a hit: top-dose activity change, negative = inhibition, actives largely listed as inhibitors | 360,000 compounds, 0.72% hits | AID 1745845; note: potency is the fitted concentration of half-maximal effect; % is set by controls: 0 for no effect and ±100 for the full control effect; nearly all actives have a fitted effect of over 55% in size
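ATXN2-luciferase reporter cells (luciferase flanked by upstream and downstream ATXN2 gene portions) were treated 24 h at 37 °C with compounds at up to 57 uM. SteadyGlo luminescence gave expression; GF-AFC fluorescence gave viability.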
HepG2 tox: counter-screen for TGF-b inhibitors: cytotoxicity in HepG2 cells; HepG2 CAGA-GFP viability, ATP luminescence, 18 h; Potency, µM (titrated, usually from 46.1 µM), inactives show at the top dose activity change, negative = cytotoxicity, hits mostly cytotoxic; 410,000 compounds, 0.76% hits; note: potency is the fitted concentration of half-maximal effect; some results filed as inactive show a strong effect at the top dose
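HepG2 CAGA-GFP cells (1000/well, DMEM with 1% FBS) received compound, then TGF-beta at 500 pg/mL final, and were incubated 18 hours at 37 degrees C. Viability was read by CellTiter-Glo luminescence. Media-only wells were set as complete cell-killing and DMSO as no toxicity.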
Nrf2 inh: inhibitors of Nrf2 signaling | A549 ARE-Fluc reporter, luciferase luminescence, 18-24 h | AID 504444 | Potency, µM (series often up to 46 µM), without a hit: at the highest dose activity change, negative = inhibition, usual class: inhibitors | 360,000 compounds, 2.1% hits; note: potency is the fitted concentration of half-maximal effect; % is set by controls: 0 for no effect and ±100 for the full control effect; nearly all actives have a fitted effect of over 60% in size
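A549 ARE_Fluc cells, 5000/well, 5% FBS OPTI-MEM; compounds in dose-response, 18-24 h at 37 °C/5% CO2; CellTiter-Fluor viability read (Ex 405/Em 525), then BugLite luciferase luminescence = Nrf2 activity.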
Nrf2 activator: activates Nrf2 signaling | AID 624171 | Potency, µM (series often up to 46.1 µM), for the others: at the top dose activation, most hits filed as activators | AREc32 ARE-luciferase reporter (MCF7-derived line), luminescence, 24 h | 410,000 compounds, 0.31% hits; note: potency is the fitted concentration of half-maximal effect; % of control where 0% means no effect; nearly all actives have a fitted effect of over 65% in size
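Cells of the AREc32 ARE-luciferase line are plated in OPTI-MEM containing 5% FBS and left overnight at 37 deg C. Compounds are pinned in, incubation continues 24 hr, and firefly luciferase signal is then measured.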
A549 viability: kills or reduces viability of A549 cells in Nrf2 counter-screen. Potency, µM (doses to about 46 µM), without a hit: at the highest dose activity change, negative = cytotoxicity, actives largely listed as inhibitors. AID 504648. A549 ARE-Fluc cells, CellTiter-Fluor viability, 18-24 h. 390,000 compounds, 0.16% hits; note: potency is the fitted concentration of half-maximal effect; % is set by controls: 0 for no effect and ±100 for the full control effect
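A549 ARE-Fluc cells in 5% FBS OPTI-MEM, 5000 cells/well, rested 2 h then exposed to compounds in concentration-response for 18-24 h at 37 °C. Viability by CellTiter-Fluor fluorescence (Ex 405/Em 525) after 30 min; luciferase luminescence (BugLite, 15 min, RT) read afterwards.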
TGFb inhibitor: TGF-b pathway inhibition; HepG2 CAGA-GFP TGF-b/SMAD3 reporter, GFP fluorescence, 18 h; TGF-beta stimulated, 500 pg/mL final; Potency, µM (top dose mostly 46.1 µM), inactives show at the top dose activity, negative = inhibition, hits mostly inhibitors; 410,000 compounds, 1.2% hits; AID 588855; note: potency is the fitted concentration of half-maximal effect; % is set by controls: 0 for no effect and ±100 for the full control effect; nearly all actives have a fitted effect of over 65% in size
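HEPG2 CAGA-GFP, 1000 cells/well; 2 h settle, 37 C; cpd via pin tool; TGF-b 500 pg/mL final; 18 h, 37 C; GFP imaging ex488/em500-530; %Activity normalised to -TGF-b and +DMSO controls; CRC fit, curve class.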
IL-2 act: IL-2 activation. AID 652025. IL-2 activation reporter assay, cell-based qHTS; stimulated with anti-CD3/CD4/CD28 beads; in transgenic mouse T cells. 360,000 compounds, 0.065% hits. activation, % (series mostly up to about 46 µM); in the data active = activation above about 50%; inconclusive = mostly about 30% to 49%; note: 0% is about no effect
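Readout is EGFP and DsRed signal by fluorescent plate cytometry after 18 h at 37 degrees C. Transgenic mouse T cells (750/well) received compound for 60 min before bead stimulation (anti-CD3, anti-CD4, anti-CD28); memory T cells served as non-tolerant control.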
Active calls of the source: *; i = inactive; u = inconclusive; x = not tested or not shown; [ ] = another dose, or the depositor's remark. Unless noted, calls come from the whole dose curve; as a rule, active = well fitted curve in the direction sought with a large enough effect; inconclusive = small, poorly fitted or top-dose-only effect, or another doubt; inactive = no such curve, though single readings can be large; an effect the other way counts as inactive or inconclusive.

SMILES	ATXN viability	EPAC2 agonist	ATXN2 expr inh	HepG2 tox	Nrf2 inh	Nrf2 activator	A549 viability	TGFb inhibitor	IL-2 act
Cn1nccc1C(=O)NC(=S)Nc1cc(Cl)cc(Cl)c1	i	14%	-16%	-11%	-12%	0.2%	-3%	-1%	-3.6
COc1cc(C(=O)NCC(=O)N/N=C\C(C)=C/c2ccccc2)cc(OC)c1OC	i	7%	-9%	-20%	-9%	0.3%	6%	-4%	1.0
CC(=O)Nc1ccc(-c2nc3ccc(NC(C)=O)cc3o2)cc1	i	4%	-6%	-10%	u	-0.3%	3%	1%	-1.0
Cc1cc(O)c(-c2cc(C(=O)NCCc3ccc(S(N)(=O)=O)cc3)[nH]n2)cc1C	i	-11%	2%	-13%	1%	0.0%	-4%	-15%	1.4
CC(C)(C)c1cc2nc(NCCOc3ccccc3)ccn2n1	i	14%	5%	-17%	x	9.0%[9.22 µM]	x	11%	1.0
CCCc1cc(=O)[nH]c(SCC(=O)Nc2cccc(S(=O)(=O)N3CCCCC3)c2)n1	i	-6%	-12%	2%	3%	0.1%	8%	-23%	0.1
Cc1c(C(=O)OC2CCCC2)[nH]c2c1C(=O)CC(c1ccc(C(C)(C)C)cc1)C2 (stereo not given)	i	x	9%	0%	10%	-0.6%	1%	-3%	x
CN(C)S(=O)(=O)c1ccc(N2CCCC2)c(C(=O)NCc2cccc(C(F)(F)F)c2)c1	i	-17%	-1%	-31%	8%	-1.0%	-3%	0%	-1.8
CC1CCc2c(nc3ncnn3c2NCCc2ccccc2F)C1 (stereo not given)	i	-6%	-6%	-9%	3.3µM*	0.3%	u	-3%	-0.1
O=C(C1CCCCC1)N1CCN(c2nc(-c3ccc(F)cc3)cs2)CC1	i	6%	-27%	12%	u	1.9%	-5%	-31%	-0.8
COc1ccc(NC(=O)C2Cc3c(-c4ccco4)ccnc3O2)cc1OC (stereo not given)	i	6%	-8%	0%	x	0.8%	x	23%	-1.1
CCOc1ccccc1N(CC(=O)NC(C)(C)C)C(=O)CCC(=O)Nc1nccs1	i	-3%	x	4%	-3%	-0.5%	-7%	0%	-1.4
Cc1ccc(S(=O)(=O)Nc2ccc(C(=O)Nc3cc(C)on3)cc2)cc1	i	9%	3%	-2%	15%	0.1%	11%	20%	0.8
Cc1cccc2cc3cccc(C)c3nc12	i	4%	x	4%	-8%	-0.7%	0%	21%	0.4
Cc1ccc2nc(-c3cccc(S(=O)(=O)N4CCCC4)c3)cn2c1	u	11%	3%	-6%	1%	2.5%	-5%	1%	-1.4
COc1ccc(CN2CCN(C(=O)c3ccc(-c4ccccc4)cc3)CC2)c(OC)c1OC	i	-2%	0%	9%	6%	-0.5%[9.22 µM]	2%	-2%	-1.0
CCOc1ccc(S(=O)(=O)N2CCN(Cc3ccc4c(c3)OCO4)CC2)cc1C	i	12%	-19%	-16%	-3%	-0.3%	2%	u	-0.3
CCN=C1SC(CC(=O)NC(N)=O)C(=O)N1CC (stereo not given)	i	4%	4%	-1%	9%	0.0%	-19%	u	-1.7
Cc1ccc2nc(-c3ccc(NC(=O)COc4ccccc4)cc3)sc2c1	x	x	x	-10%	u	3.0%	-2%	-15%	x
NC(=O)[C@@H]1CC2(CC(c3cccc(NC(=O)CC(c4ccccc4)c4ccccc4)c3)=NO2)CN1C(=O)[C@@H]1CCC(=O)N1 (stereo not given in full)	i	11%	7%	-8%	-3%	0.1%	12%	u	0.2

The closing 2 records of the part before come first, to join the parts:
SMILES	ATXN viability	EPAC2 agonist	ATXN2 expr inh	HepG2 tox	Nrf2 inh	Nrf2 activator	A549 viability	TGFb inhibitor	IL-2 act
Cc1ccc2nc(-c3ccc(NC(=O)COc4ccccc4)cc3)sc2c1	x	x	x	-10%	u	3.0%	-2%	-15%	x
NC(=O)[C@@H]1CC2(CC(c3cccc(NC(=O)CC(c4ccccc4)c4ccccc4)c3)=NO2)CN1C(=O)[C@@H]1CCC(=O)N1 (stereo not given in full)	i	11%	7%	-8%	-3%	0.1%	12%	u	0.2
CCN(CC)C(=S)Nc1ccc(OC(F)F)cc1	i	1%	3%	-21%	-4%	2.7%	7%	0%	1.0
Cc1ccc(S(=O)(=O)NCC(=O)N(CC(=O)NCc2ccco2)Cc2ccccc2)cc1	i	6%	-4%	16µM*	13%	-0.2%	0%	2%	-4.6
CN(C)S(=O)(=O)c1ccc(Cl)c(NC(=O)COC(=O)CCC2CCCCC2)c1	i	9%	-9%	-8%	-11%	0.0%	1%	8%	-2.0
N#Cc1c(N2CCCCC2)nc(N2CCCCC2)c2c1CCN(Cc1ccccc1)C2	i	22%	u	-14%	-21%	-0.7%	-2%	-7%	0.5
Cc1cc(C)n(-c2ccc(Cl)c(C(=O)O)n2)n1	i	-9%	-3%	-7%	x	-0.8%	14%	23%	-0.3
O=C(CCCC(=O)N1CCN(c2ccccc2F)CC1)c1ccccc1	i	10%	57%[activator]	-17%	6%	3.8%	11%	-12%	2.3
CCCN(Cc1cc2cc(C)ccc2[nH]c1=O)C(=O)c1ccccn1	i	-1%	0%	-2%	-5%	-0.1%	-3%	9%	-3.7
CCN1C(=O)C(CC(=O)Nc2ccc(OC)cc2)N(CCCN2CCN(c3ccc(OC)cc3)CC2)C1=S (stereo not given)	i	2%	-15%	-21%	u	6.5%	u	-29%	-1.7
CCOC(=O)CNC(c1ccccc1)c1cc(Br)ccc1NC(=O)c1cccc(Cl)c1 (stereo not given)	u	x	-17%	-30%	11%	5.9%	0%	-19%	x
Cc1cccc(-n2c(-c3ccccc3)cn3c4c(=O)[nH]c(=O)n(C)c4nc23)c1	i	x	6%	-39%	-2%	-1.2%	1%	9%	x
CC(C)c1ccc(NC(=O)CCNS(=O)(=O)c2ccc3c(c2)oc(=O)n3C)cc1	i	x	11%	3%	-22%	-0.7%	-2%	u	x
CC(C)N(C(=O)N1CCC(c2nc(-c3ccncc3)no2)CC1)C(C)C	i	0%	-7%	-16%	u	-0.7%	-13%	-13%	-2.3
O=c1c2ccccc2nnn1CSc1nnc(-c2cccc(S(=O)(=O)N3CCCCC3)c2)o1	i	9%	-9%	-13%	u	13%	-9%	-17%	-2.0
CCCn1c(NC(=S)Nc2ccccc2)nc2ccccc21	i	-10%	-4%	-70%	6%	9.3%[9.22 µM]	12%	u	1.0
CCOC(=O)c1[nH]cnc1C(=O)Nc1ccccc1OC	i	0%	-19%	-3%	-5%	-0.3%	5%	u	0.2
CC1CCN(CC(=O)NC2CCCCC2)CC1	i	9%	10%	-17%	1%	0.0%	7%	6%	-0.9
CCC(=O)N1CCc2cc(Br)cc(S(=O)(=O)CCC(=O)NCCc3cccc(C)c3)c21	x	x	x	-60%	x	0.5%	3%	-1%	x
Cn1nc(OCCOc2ccccc2)ccc1=O	i	-10%	17%	6%	-8%	0.6%	-9%	0%	1.5
O=C(N[C@H](Cc1ccc(Cl)cc1)C(=O)O)OCC1c2ccccc2-c2ccccc21	i	-13%	10%	-28%	17%	2.3%	-2%	u	0.0
O=C(/C=C/c1ccncc1)c1cc(Cl)ccc1O	i	10%	-23%	-4%	0%	5.0%	-2%	u	-0.7
CN(CC(=O)Nc1ccc(Cl)cc1)C(=O)CNC(=O)c1ccc2ccccc2c1	u	-18%	35%[activator]	-18%	u	3.2%	-1%	-6%	-1.2
Cc1ccnc(NC(=O)CCC(=O)N(CC(=O)NCc2ccc(F)cc2)c2cccc(F)c2)c1	i	-4%	-5%	-11%	u	-0.6%	1%	-16%	0.3
Cc1ccc(Cl)cc1-c1cc(C(=O)NCc2ccc(C(F)(F)F)cc2)[nH]n1	u	9%	u	-27%	x	-0.4%	x	u	-0.5
CCOc1cc(OCC)cc(C(=O)NC(=S)Nc2cccc(C(F)(F)F)c2)c1	i	3%	-1%	2%	6%	0.1%	13%	-6%	2.1
N#CCCn1nc(Cc2cccc3ccccc23)c(C#N)c1N	i	0%	5%	8%	-2%	-0.7%	-4%	-1%	0.3
CCc1ccc(NC(=O)CC2NCCNC2=O)cc1 (stereo not given)	i	-2%	39%	0%	x	3.5%	-2%	3%	0.8
CC(NC(=O)CCc1c[nH]c2ccccc12)c1ccccc1 (stereo not given)	i	6%	13%	7%	4%	0.3%	-1%	-10%	0.0
COc1ccc(CNC(=O)C2CCCN(c3nccc(C)n3)C2)cc1 (stereo not given)	i	-10%	-4%	3%	-5%	-0.8%	-4%	2%	-0.4
O=C(NCc1ccccc1F)C(=O)NCC(c1ccc2c(c1)OCO2)N1CCOCC1 (stereo not given)	i	x	13%	-2%	x	0.7%	9%	2%	x
NC1=NN=C(c2ccc3c(c2)OCCO3)CS1	i	8%	u	-7%	u	-0.2%	4%	-7%	0.9
CCn1c(C)nc2cc(C(=O)NNC(=O)CN(C)S(=O)(=O)c3ccc(NC(C)=O)cc3)ccc21	u	5%	x	-10%	u	-1.0%	-4%	1%	0.9
CC1CC(C)(C)NC(=S)N1CC(=O)NCc1ccccc1Cl (stereo not given)	i	6%	3%	0%	10%	1.7%	5%	u	-0.1
CCS(=O)(=O)N1CCCc2cc(C(=O)Nc3cc([N+](=O)[O-])ccc3C)ccc21	u	x	u	-13%	u	-0.8%	12%	-9%	x
CC(=O)Nc1ccc(S(=O)(=O)Nc2nc3ccccc3nc2Nc2cccc(S(N)(=O)=O)c2)cc1	i	2%	-8%	-23%	8%	-0.9%	-2%	-1%	-0.3
COc1ccc(S(=O)(=O)N(C)C[C@H]2Oc3ccc(NC(=O)c4ccncc4)cc3C(=O)N([C@H](C)CO)C[C@@H]2C)cc1	i	6%	-8%	-21%	15%	2.9%	5%	-19%	0.0

Bioassay records deposited in PubChem by National Center for Advancing Translational Sciences (NCATS).

The order is random; about 4.3% have a hit in one of these screens.
